Source: PubChem BioAssay (several laboratories)
West Nile virus CPE: inhibition of WNV-induced cytopathic effect – cell-based, CPE readout (AID 1621); West Nile virus-infected cells, CPE inhibition; higher % means a stronger effect; CPE inhibition, % at 10 µM; hits with a dose series show IC50 in µM; 290,000 tested, 0.02% active; in the data active = a potency from the dose series; inconclusive = CPE inhibition mostly from about 3.7% at the one dose, without a potency; inactive = the rest, 99 in 100 with CPE inhibition below about 2.2%; note: strong numbers were not always called active
SV40 large T antigen: SV40 large T antigen inhibitors, biochemical (AID 1903) | SV40 large T antigen ATPase/helicase inhibition assay; higher % means a stronger effect | inhibition, % at 20 µM; hits with a dose series show IC50 in µM | 310,000 tested, 0.39% active; in the data active = a potency from the dose series; inconclusive = inhibition mostly from about 32% at the one dose, without a potency; inactive = the rest, 99 in 100 with inhibition below about 32%; note: strong numbers were not always called active
PMI inhibition: human PMI inhibitors, high substrate, primary screen, biochemical, fluorescence intensity, high mannose 6-phosphate (AID 1220); inhibition, % at 20 µM, or IC50 in µM where a hit was titrated; recombinant PMI enzyme, coupled fluorescence intensity; higher % means a stronger effect; 190,000 tested, 0.66% active
PMI inhibitors: MPI enzyme activity inhibition – biochemical, fluorescence intensity, coupled assay, primary screen (AID 1209); 190,000 tested, 0.42% active; purified PMI enzyme, coupled fluorescence intensity; higher % means a stronger effect; one-dose inhibition, % at 20 µM; IC50 in µM for titrated hits;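 note: plate controls were DMSO vehicle for no effect and wells lacking substrate for full effect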
ER stress rescue: rescue of cells from ER stress-induced death, primary screen, 384-well, CSM14.1, thapsigargin, ATP luminescence (AID 1222); CSM14.1 thapsigargin-induced death rescue, ATP luminescence; higher % means a stronger effect; cellular ATP content (survival), % at 20 µM; hits with a dose series show EC50 in µM; 190,000 tested, under 10 active;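 active = EC50 below 50 µM in the dose-response confirmation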;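 note: death triggered by thapsigargin at about 15 µM added after 2 h compound pretreatment; cell ATP read after overnight thapsigargin exposure of roughly 18 to 22 hours; normalized against plate controls of thapsigargin alone and 5% DMSO vehicle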
TNAP activation fold: stimulation of alkaline phosphatase TNAP activity – biochemical, luminescent, no phosphate acceptor, uHTS, primary screen (AID 1001). purified TNAP, luminescent activation assay, no phosphate acceptor; higher activation fold means a stronger effect. activation fold at 20 µM; hits with a dose series show EC50 in µM. 200,000 tested, 0.03% active; in the data active = activation fold from about 3, or a potency from the dose series; inactive = the rest, 99 in 100 with activation fold below about 1.6; note: many of its hits are not listed in these tables
RSV antiviral HEp-2: inhibition of RSV-induced cytopathic effect – HEp-2 cells, primary 10 µM value included (AID 2391) | HEp-2 cells, RSV-induced CPE inhibition; higher % means a stronger effect | one-dose CPE inhibition, % at 10 µM; IC50 in µM for titrated hits | 310,000 tested, 0.13% active; in the data active = a potency from the dose series; inconclusive = CPE inhibition mostly from about 23% at the one dose, without a potency; inactive = the rest, 99 in 100 with CPE inhibition below about 21%; note: strong numbers were not always called active
PhoP inhibition: PhoP-dependent GFP reporter repression – Salmonella Typhimurium, primary screen (AID 1863) | inhibition, % at 50 µM; hits with a dose series show IC50 in µM | S. Typhimurium PhoP-regulated promoter GFP reporter, 4 h; higher % means a stronger effect | 300,000 tested, 0.16% active;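 active = inhibition over 29.93%, a cutoff 3 SD above the screen mean, later confirmed by dose response; inconclusive = inhibition over 29.93% but no dose response follow-up; inactive = inhibition at most 29.93% or unconfirmed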;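 note: 0% = low Mg2+ inducing control and 100% = high Mg2+ repressing control; strong numbers were not always called active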
Insulin prom up: MIN6 insulin promoter up-regulation | MIN6 insulin promoter-GFP reporter, high-content imaging; stronger effect = higher value | z-score at 5 µM | 190,000 tested, 0.3% active | AID 1625;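 active = z-score above 3 at 5 µM with at least 500 cells counted in the well; inconclusive = wells under 500 cells, flagged as cytotoxic or low count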
Insulin prom up cell count: also measured in Insulin prom up; calls as there; cell count; measured here: cytotoxicity, nuclei count;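 total cells summed across four imaged fields per well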
* hit, by the source's call; ? = inconclusive; nt = no result given. Cut-off read from the data, not from the text of the source, unless noted: active = inhibition above about 50%; inactive = the rest.

SMILES	West Nile virus CPE	SV40 large T antigen	PMI inhibition	PMI inhibitors	ER stress rescue	TNAP activation fold	RSV antiviral HEp-2	PhoP inhibition	Insulin prom up	Insulin prom up cell count
O=C(c1cc(-c2ccco2)nn1-c1cccc(Cl)c1)N1CCCCC1	-0.1%	9%	-12%	8%	-2.1%	1	1.5%	-5%	0.03	1798
O=S1(=O)N[C@@H](CC2=CCCCC2)C2CCCCC2O1 (some centres undefined)	-0.5%	12%	nt	nt	nt	nt	-0.7%	14%	nt	nt
CC(C)(C)CC(C)(C)NC(=S)N1CCN(Cc2ccc3c(c2)OCO3)CC1	0.1%	3%	-10%	-8%	-0.4%	0.9	-2.0%	10%	0.33	1276
COc1cc2c(cc1NC(=O)C(C)Sc1nc3ccccc3n1C)oc1ccccc12 (centres undefined)	-0.1%	12%	4%	4%	-0.5%	1.1	0.3%	-7%	-0.02	1138
COc1cc(/C=C2/CCc3ccccc3C2=O)cc(OC)c1OC	-1.1%	5%	23%	30%	0.0%	1.1	?	1%	-0.92	1169
Cc1ccc(N(CC(=O)NCc2ccc(F)cc2)C(=O)c2csnn2)cc1C	-1.2%	7%	-4%	-4%	1.4%	1.1	-0.8%	14%	0.76	1015
Nc1nc(NCc2ccco2)nc(NC2CCCCC2)c1[N+](=O)[O-]	1.2%	3%	nt	nt	nt	nt	nt	-9%	-1.4	1469
CCN(Cc1nc2ccccc2c(=O)[nH]1)Cc1nc2ccsc2c(=O)[nH]1	-0.5%	13%	16%	2%	-0.2%	2.2	1.2%	-8%	0.61	1300
CC(C)(C)Cc1nnc(NS(=O)(=O)c2ccc([N+](=O)[O-])cc2)s1	-0.2%	-1%	nt	nt	nt	nt	4.0%	-1%	nt	nt
CC(C)CC(=O)N/C(N)=N/c1nc2ccccc2s1	0.2%	13%	9%	-1%	-2.9%	1	9.9%	31%	0.33	920
COc1ccc(C(=O)/C(C#N)=N/Nc2ccccc2[N+](=O)[O-])cc1	-1.2%	6%	0%	-12%	-0.3%	0.9	15%	2%	-0.28	610
O=C(NCc1ccccn1)c1cc(Cl)ccc1OCc1ccccc1	-0.2%	-5%	nt	nt	nt	nt	3.7%	9%	nt	nt
O=C(Nc1cccnc1)C1(c2ccc(Cl)cc2)CCCC1	-0.5%	-4%	0%	9%	0.4%	1.1	3.9%	16%	nt	nt
CCCOc1ccc2c(=O)c(-c3cc(C(=O)OC)oc3C)c(C)oc2c1	-0.6%	2%	-7%	-10%	7.0%	1	?	0%	nt	nt
CC(=O)N1c2ccccc2C(C)=CC1(C)C	0.0%	9%	nt	nt	nt	nt	-1.6%	-2%	0.4	902
CCC(C)c1ccc(OCC(=O)Nc2ccc3c(c2)C(=O)NC3=O)cc1 (centres undefined)	-0.4%	3%	nt	nt	nt	nt	20%	0%	nt	nt
COc1ccc(CCNC(=O)CC2C(=O)NCCN2CC(C)(C)C)cc1 (centres undefined)	0.0%	27%	26%	5%	-0.6%	1.1	-0.1%	0%	nt	nt
O=C(Cc1ccc(Cl)cc1)N/N=C/c1cccs1	-0.4%	1%	15%	11%	-0.9%	1	2.4%	6%	-0.1	1601
COc1ccc(NC(=O)COC(=O)c2ccc(S(=O)(=O)N(C)c3ccccc3OC)cc2)cc1OC	0.3%	8%	14%	2%	-0.6%	1.2	2.9%	6%	0.97	1367
CSc1ccccc1NC(=O)CN(C)C(=O)Cc1c(F)cccc1Cl	0.3%	-9%	nt	nt	nt	nt	0.2%	-6%	nt	nt

Twelve entries from above, in markdown:
| compound | West Nile virus CPE | SV40 large T antigen | PMI inhibition | PMI inhibitors | ER stress rescue | TNAP activation fold | RSV antiviral HEp-2 | PhoP inhibition | Insulin prom up | Insulin prom up cell count |
| --- | --- | --- | --- | --- | --- | --- | --- | --- | --- | --- |
| Cc1ccc(N(CC(=O)NCc2ccc(F)cc2)C(=O)c2csnn2)cc1C | -1.2% | 7% | -4% | -4% | 1.4% | 1.1 | -0.8% | 14% | 0.76 | 1015 |
| Nc1nc(NCc2ccco2)nc(NC2CCCCC2)c1[N+](=O)[O-] | 1.2% | 3% | nt | nt | nt | nt | nt | -9% | -1.4 | 1469 |
| CCN(Cc1nc2ccccc2c(=O)[nH]1)Cc1nc2ccsc2c(=O)[nH]1 | -0.5% | 13% | 16% | 2% | -0.2% | 2.2 | 1.2% | -8% | 0.61 | 1300 |
| CC(C)(C)Cc1nnc(NS(=O)(=O)c2ccc([N+](=O)[O-])cc2)s1 | -0.2% | -1% | nt | nt | nt | nt | 4.0% | -1% | nt | nt |
| CC(C)CC(=O)N/C(N)=N/c1nc2ccccc2s1 | 0.2% | 13% | 9% | -1% | -2.9% | 1 | 9.9% | 31% | 0.33 | 920 |
| COc1ccc(C(=O)/C(C#N)=N/Nc2ccccc2[N+](=O)[O-])cc1 | -1.2% | 6% | 0% | -12% | -0.3% | 0.9 | 15% | 2% | -0.28 | 610 |
| O=C(NCc1ccccn1)c1cc(Cl)ccc1OCc1ccccc1 | -0.2% | -5% | nt | nt | nt | nt | 3.7% | 9% | nt | nt |
| O=C(Nc1cccnc1)C1(c2ccc(Cl)cc2)CCCC1 | -0.5% | -4% | 0% | 9% | 0.4% | 1.1 | 3.9% | 16% | nt | nt |
| CCCOc1ccc2c(=O)c(-c3cc(C(=O)OC)oc3C)c(C)oc2c1 | -0.6% | 2% | -7% | -10% | 7.0% | 1 | ? | 0% | nt | nt |
| CC(=O)N1c2ccccc2C(C)=CC1(C)C | 0.0% | 9% | nt | nt | nt | nt | -1.6% | -2% | 0.4 | 902 |
| CCC(C)c1ccc(OCC(=O)Nc2ccc3c(c2)C(=O)NC3=O)cc1 (centres undefined) | -0.4% | 3% | nt | nt | nt | nt | 20% | 0% | nt | nt |
| COc1ccc(CCNC(=O)CC2C(=O)NCCN2CC(C)(C)C)cc1 (centres undefined) | 0.0% | 27% | 26% | 5% | -0.6% | 1.1 | -0.1% | 0% | nt | nt |

Other records:
SMILES	West Nile virus CPE	SV40 large T antigen	PMI inhibition	PMI inhibitors	ER stress rescue	TNAP activation fold	RSV antiviral HEp-2	PhoP inhibition	Insulin prom up	Insulin prom up cell count
N#CC(Cc1cccc(CC(C#N)(c2ccccc2)c2ccccc2)c1)(c1ccccc1)c1ccccc1	-0.9%	5%	nt	nt	nt	nt	2.6%	5%	nt	nt
CCCN(CCC)c1nc(-c2ccccn2)nc2ccccc12	?	14%	nt	nt	nt	nt	17%	14%	nt	nt
CCCCCCc1nc(C(N)=O)c2[nH]c(=O)n(-c3ccc(OCC)cc3)c2n1	0.6%	10%	nt	nt	nt	nt	0.1%	-3%	nt	nt
Cc1ccc(CNC(=O)CCS(=O)(=O)c2ccc(Br)s2)cc1	0.0%	-1%	-6%	4%	-2.1%	1.1	-0.2%	7%	nt	nt
COc1ccc(NS(=O)(=O)c2cccc(-c3n[nH]c(=S)n3Cc3ccccc3)c2)cc1	-0.5%	16%	14%	14%	nt	1	1.6%	-9%	-1	1337
COc1ccc(CCNC(=O)CSc2nnc(-c3ccccc3)o2)cc1OC	-0.6%	nt	7%	0%	1.3%	1.1	0.2%	nt	0.55	1186
CN(C)/C=C1/C(=O)N(c2ccc([N+](=O)[O-])cc2)N=C1c1ccccc1	0.5%	16%	-6%	-7%	-0.2%	1	1.6%	11%	0.11	1021
COc1ccccc1N1CCN(C(=O)c2c(C)noc2C)CC1	0.1%	14%	nt	nt	nt	nt	2.2%	-1%	-0.61	1480
CCCCOc1ccc(Cn2c(=O)oc3ccccc32)cc1	-0.5%	3%	nt	nt	nt	nt	5.5%	-9%	nt	nt
CCOc1ccc(-n2c(SCC(=O)Nc3cc(C)on3)nc3c(c2=O)SCC3)cc1	0.5%	7%	nt	nt	nt	nt	0.8%	-1%	nt	nt
CC1CCN(c2ccc(C(=O)NCc3ccco3)cc2[N+](=O)[O-])CC1	-0.8%	-2%	6%	3%	-2.1%	0.9	17%	28%	0.61	1175
O=C(Nc1cnc2ccccc2c1)c1ccncc1	0.0%	1%	4%	7%	1.4%	1.1	1.3%	10%	1.1	875
COc1ccccc1NC(=O)Cn1nnc(C(=O)NCc2ccc3c(c2)OCO3)c1N	?	9%	nt	nt	nt	nt	3.3%	-6%	nt	nt
CC1CCN(c2ccc(NC(=O)c3cccnc3)cc2)CC1	0.7%	8%	8%	13%	-1.9%	1.1	1.5%	-15%	nt	nt
CC1CCCN(C2=C(NS(=O)(=O)c3ccc(Cl)cc3)C(=O)c3ccccc3C2=O)C1 (centres undefined)	-0.7%	5%	-1%	-32%	-0.6%	1	1.6%	9%	-0.02	1001
Cc1cc(C)cc(N(CC(=O)NCc2ccccc2Cl)S(=O)(=O)c2c(C)[nH]c(=O)[nH]c2=O)c1	0.1%	9%	nt	nt	nt	nt	6.2%	2%	nt	nt
c1csc(C2CCCN2c2nc3nonc3nc2NC2CC2)n1 (centres undefined)	-0.4%	3%	16%	1%	1.9%	1	1.5%	9%	0.02	1646
CC1(c2ccccc2Cl)NC(=O)N(CC(=O)Nc2ccccc2OC(F)F)C1=O (centres undefined)	-0.8%	7%	nt	nt	nt	nt	2.0%	-2%	nt	nt
CCc1cc(C)cc(OCCOc2ccccc2/C=N/NC(C)=O)c1	-0.7%	14%	nt	nt	nt	nt	6.0%	0%	nt	nt
CCOC(=O)N1CCN(CC(O)c2ccccc2)CC1 (centres undefined)	0.1%	14%	-9%	-6%	-3.0%	1	-0.2%	3%	nt	nt
O=C(NC1CCSc2ccccc21)c1ccc(F)cc1 (centres undefined)	-1.0%	5%	nt	nt	nt	nt	1.9%	-4%	nt	nt
CC(=O)Nc1ccc2nc(CN3CCN(Cc4ccc(F)cc4)C(CCO)C3)ccc2c1 (centres undefined)	0.2%	13%	25%	8%	-0.9%	1	-0.1%	-2%	0.82	1505
NS(=O)(=O)c1ccc(CCNC(=O)c2cc(-c3ccc(Br)cc3)nc3ccccc23)cc1	-0.1%	3%	4%	9%	-1.3%	1	5.7%	-8%	-0.87	1500
CCOC(=O)c1ccc(OCc2nc(-c3cccs3)no2)cc1	0.1%	6%	5%	8%	6.5%	1.1	0.6%	-16%	-0.23	1333
COc1cc(-c2n[nH]c(=S)n2-c2ccc(Br)cc2)cc(OC)c1OC	-0.4%	-30%	nt	nt	nt	nt	1.0%	-5%	nt	nt
COc1cc([N+](=O)[O-])ccc1NC(=O)Cc1ccccc1	0.5%	2%	16%	1%	0.3%	1	5.0%	6%	-0.08	1446
COc1ccc(-c2nn(CC(=O)N(C)C)c(=O)c3ccccc23)cc1	0.5%	10%	-8%	-8%	1.2%	1	1.9%	-3%	nt	nt
COc1ccc(C2=NOC(C(=O)NCc3ccccn3)C2)cc1OC (centres undefined)	0.6%	5%	4%	13%	-1.4%	1	-0.1%	2%	-0.12	970
